# Pf growth 96h: Primary qHTS for delayed death inhibitors of the malarial parasite plastid, 96 hour incubation; P. falciparum luciferase reporter growth, 96 h; Potency, µM (titrated, usually from 28.7 µM), inactives show top-dose activity change, negative = inhibition, actives largely listed as inhibitors; 320,000 tested, 6.9% active; AID 504834, 2011; also: potency is read from the fitted curve at half-maximal effect; % is scaled to controls: 0 for no effect and ±100 for the full control effect
#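 Plates of compound plus infected erythrocytes (2% hematocrit, 0.05% parasitemia final) incubate 96 hours, 37 C, 5% CO2. Detection reagent added; reduced luminescence from the parasites' luciferase reporter flags inhibition.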
# Shiga toxin inh: A qHTS for Small Molecule Inhibitors of Shiga Toxin. 290,000 tested, 9.2% active. Vero cells, Shiga toxin protein synthesis inhibition reporter. inhibition, % at 38.7 µM; in the data active = inhibition mostly above about 28%, no sharp cut-off; inactive = mostly below about 43%; also: 0% is about no effect
# Tb PYK inh: qHTS of Trypanosoma Brucei Inhibitors. 410,000 tested, 0.12% active. pyruvate kinase (Trypanosoma brucei), Q57TT1. TbPYK enzyme, Kinase-Glo Plus ATP luminescence, 45 min. Potency, µM (highest dose often 76.8 µM), for the others: at the top dose activity, negative = inhibition, most hits filed as inhibitors; also: potency is read from the fitted curve at half-maximal effect; % is scaled to controls: 0 for no effect and ±100 for the full control effect; nearly all actives have a fitted effect of over 50% in size
#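 TbPYK + substrate in 50 mM TEA pH 7.2, 100 mM KCl, 10 mM MgCl2, 0.05% BSA, 0.01% Tween-20; cpd pinned; ADP 130 uM final; 45 min RT; Kinase-Glo Plus 10 min; luminescence endpoint.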
# CHX counter: Cycloheximide Counterscreen for Small Molecule Inhibitors of Shiga Toxin. cell reporter, cycloheximide protein synthesis inhibition counterscreen. max response, %. 300,000 tested, 12% active. AID 2314, 2010; in the data active = max response mostly above about 13%, no sharp cut-off; inactive = mostly below about 14%; also: read at 38.3 µM for the half of the compounds with a filed dose; 0% is about no effect
# Pf growth 48h: Primary qHTS for delayed death inhibitors of the malarial parasite plastid, 48 hour incubation | P. falciparum luciferase growth in erythrocytes, 48 h | Potency, µM (series often up to 28.7 µM), inactives show at the top dose activity change, negative = inhibition, most hits filed as inhibitors | 310,000 tested, 5.9% active; also: potency is read from the fitted curve at half-maximal effect; % is scaled to controls: 0 for no effect and ±100 for the full control effect
#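 In quantitative HTS format, infected erythrocytes bearing luciferase-reporter parasites were treated for a single generation at 37 C. Luminescence after adding detection reagent served as the growth measure.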
# LmPK inh: qHTS Assay for Inhibitors of Leishmania Mexicana Pyruvate Kinase (LmPK) | purified LmPK, Kinase-Glo ATP luminescence, 1 h | Potency, µM (series often up to 57.5 µM), without a hit: at the highest dose activity change, negative = inhibition, hits mostly inhibitors | 290,000 tested, 0.37% active | AID 1721, 2009; also: potency is read from the fitted curve at half-maximal effect; % is scaled to controls: 0 for no effect and ±100 for the full control effect
# Target sequence (Q27686 whole entry, looked up): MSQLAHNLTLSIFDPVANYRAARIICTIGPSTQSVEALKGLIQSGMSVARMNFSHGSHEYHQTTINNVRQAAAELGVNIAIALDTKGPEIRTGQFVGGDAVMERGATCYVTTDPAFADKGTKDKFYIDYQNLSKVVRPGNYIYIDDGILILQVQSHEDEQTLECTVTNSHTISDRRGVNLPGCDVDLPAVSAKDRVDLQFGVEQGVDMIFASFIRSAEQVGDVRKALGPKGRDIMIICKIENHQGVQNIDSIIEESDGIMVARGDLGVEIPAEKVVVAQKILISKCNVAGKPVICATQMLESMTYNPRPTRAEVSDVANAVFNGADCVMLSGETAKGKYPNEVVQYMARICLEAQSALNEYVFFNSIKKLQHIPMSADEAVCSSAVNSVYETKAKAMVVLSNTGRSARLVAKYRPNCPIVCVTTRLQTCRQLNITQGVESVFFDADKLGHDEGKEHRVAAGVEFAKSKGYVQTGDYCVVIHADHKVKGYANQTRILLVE
#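 0.1 nM LmPK, 0.5 mM PEP, 0.1 mM ADP; 50 mM imidazole pH 7.2, 7 mM MgCl2, 50 mM KCl; 1 h RT. Kinase-Glo luminescence readout, normalized to no-enzyme (full inhibition) and uninhibited wells.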
# HCV inh: qHTS Assay for Inhibitors of Hepatitis C Virus (HCV); AID 651820, 2012; Potency, µM (series often up to 41.8 µM), for inactives: top-dose activity change, negative = inhibition, actives largely listed as inhibitors; Huh7.5.1 HCVcc-Cre infection, luciferase reporter, 44 h; 340,000 tested, 3.4% active; also: potency is read from the fitted curve at half-maximal effect; % is scaled to controls: 0 for no effect and ±100 for the full control effect
#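 HCVcc-Cre virus at an moi near 0.5 was added right after compound to cells cultured 4 h from seeding (1,000 cells/well). Luciferase activity was determined 44 h later, 15 min after substrate addition at RT.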
# An asterisk follows results filed as active; ? = inconclusive; · = no result given; & = joins results of further samples; [ ] = another dose, or the depositor's remark. Unless noted, calls follow the shape of the dose curve; as a rule, active = well fitted curve in the direction sought with a large enough effect; inconclusive = small, poorly fitted or top-dose-only effect, or another doubt; inactive = no such curve, though single readings can be large; an effect the other way counts as inactive or inconclusive.
SMILES,Shiga toxin inh,LmPK inh,Pf growth 96h,CHX counter,Pf growth 48h,Tb PYK inh,HCV inh
CCN(C(=O)c1ccc(C)c(Br)c1)c1ccccc1,4.1,2.1%,22.5%,-2.9,-3.3%[5.75 µM],-11.5%,9.4%
O=C(O)c1ccccc1C(=O)NCCCCCCNC(=O)c1ccccc1C(=O)O,·,-0.5%,42.8%[activator],0.6,3.8%,-1.8%,7.5%
CN(C)C(=O)CSc1cnc2ccccc2n1,14.1,-7.5%,-2.6%,3.6,37.4%[activator],-4.3%,4.9%
COc1ccc(/C=C(/C#N)C(=O)NC2CCCCC2)cc1Br,20.8,3.4%,?,-3.5,?,5.2%,2.4%
CCN(CC)C1CCN(C(=O)c2cc(COc3ccccc3SC)on2)C1 (stereo unspecified),-4.5,3.6%,6.8%,-0.3,14.3%,-11.5%,?
CC(=O)Nc1nc2c(s1)C(=O)NCC(C)(C)C2,-7.0,-1.2%,1.1%,-2.8,7.3%,3.3%,7.4%
Cc1cnc(C(=O)OC(C)C(=O)Nc2ccc3c(c2)OCCO3)cn1 (stereo unspecified),5.2,6.3%,62.5%[activator],-1.5,14.5%,-0.4%,17.4%
O=C(c1noc2c1CCCC2)N1CCc2c([nH]c3ccccc23)C1c1ccccn1 (stereo unspecified),18.7,8.0%,?,8.4*,?,-12.7%,-24.0%
COCCN1C(=O)/C(=C/c2c(OC)cc(OC)cc2OC)C(=O)N(c2ccccc2)C1=O,-6.9,-1.7%,?,-2.7,-9.0%,-10.3%,-10.8%
O=C(C1CCN(c2nnc(N3CCCC3=O)s2)CC1)N1CCN(c2cccc(C(F)(F)F)c2)CC1,1.1,4.5%,-9.2%,19.7,?,5.8%,?
N#C/C(=C\c1cccn1-c1ccccc1)C(=O)NC1CCCCC1,-6.9,4.3%,-21.3%,-0.9,-13.9%,2.6%,?
NC(=S)Nc1cccc2cnccc12,-16.3,-4.2%,8.8%,-1.4,10.4%,-5.9%,-5.6%
Cc1ccccc1-n1ncc2c1CC(C)(C)CC2NC(=O)CSc1ccncc1 (stereo unspecified),-32.8,-4.8%,37.9%[activator],-2.3,?,-0.5%,-0.1%
N#C/C(C(=O)N1CCCCC1)=C1/N=C(NC(=O)c2ccc(F)cc2)c2ccccc21,-1.5,5.2%,-18.4%,1.0,8.0%,3.5%,10.5%
CCOc1ccc(N=c2oc3cc(O)ccc3cc2C(=O)NCC2CCCO2)cc1 (stereo unspecified),74.5,0.1%,·,15.1,?,2.1%,7.0%
COc1ccc(N2CCN(CCNC(=O)c3nnc(Cc4c(F)cccc4Cl)o3)CC2)cc1,-13.4,3.1%,·,1.9,-10.5%,·,15.0%
CCc1ccc(Nc2nnc(SCC(=O)NCCN3C(=O)CSC3=O)s2)cc1,53.5*,-18.8%,?,40.5*,23.5%,6.5%,-22.1%
COc1ccc(N2CCN(C(=O)COC(=O)c3ccc(-n4nc(C)cc4C)cc3)CC2)cc1,·,·,-7.5%,·,1.7%,0.0%,-9.6%
COC(=O)C1(C)Cc2cc(OC(C)=O)c(OC(C)=O)cc2N1 (stereo unspecified),-4.6,-0.2%,-62.4%,8.5,?,·,·
Cc1ccccc1Nc1nc(N)nc(COC(=O)c2ccc([N+](=O)[O-])o2)n1,·,·,-23.8%,·,-22.9%,1.9%,4.7%
Cc1nn(Cc2ccc(F)cc2)c(C)c1NC(=O)c1noc2c1CCc1ccccc1-2,10.2,1.2%,?,-1.8,?,3.6%&-9.0%,-20.6%
Cc1cc(=O)[nH]c(N/N=C/c2ccc(C)o2)n1,-7.8,-7.0%,-5.2%,0.8,69.4%[activator],0.6%,-3.6%
Nc1nc(SCc2ccc(Br)cc2)[nH]c(=O)c1-c1ccccc1,11.2,4.6%,2.1%,4.6,?,0.7%,5.2%
Cc1ccc(-n2c(N)c(C(=O)N3CCN(C)CC3)sc2=S)cc1,-7.4,-3.4%,?,-3.5,-15.1%,?,-5.0%
COc1ccc(CCC(=O)Nc2ccc(Br)cn2)cc1,77.7,8.8%,·,38.3*,-8.9%,-25.4%,·
O=C(COc1ccc([N+](=O)[O-])cc1)NNC(=O)Nc1ccccc1F,9.3,-0.9%,-12.6%,3.0,50.2%[activator],3.2%,2.5%
Cc1ccc(NC(=S)NNC(=O)c2cccc([N+](=O)[O-])c2)cc1Cl,0.3,0.5%,0.0%,-2.5,42.6%[activator],-1.1%,23.0%
O=C(Nc1ccccc1)c1cc2ccccc2[nH]1,116.1*,-15.9%,227.3%[activator],42.1*,194.3%[activator],0.6%,3.3%
COc1ccc(/C=C2\C(=O)ON=C2c2cccc([N+](=O)[O-])c2)cc1,44.8,0.2%,13.5%,-3.9,-0.5%,·,·
O=C(NCC1CC1)C1(C(F)(F)F)CC(CCc2ccccc2)CCCO1 (stereo unspecified),-3.2,·,·,4.9,·,3.0%,?

# An excerpt from the list above:
SMILES,Shiga toxin inh,LmPK inh,Pf growth 96h,CHX counter,Pf growth 48h,Tb PYK inh,HCV inh
Cc1ccc(NC(=S)NNC(=O)c2cccc([N+](=O)[O-])c2)cc1Cl,0.3,0.5%,0.0%,-2.5,42.6%[activator],-1.1%,23.0%
O=C(Nc1ccccc1)c1cc2ccccc2[nH]1,116.1*,-15.9%,227.3%[activator],42.1*,194.3%[activator],0.6%,3.3%
COc1ccc(/C=C2\C(=O)ON=C2c2cccc([N+](=O)[O-])c2)cc1,44.8,0.2%,13.5%,-3.9,-0.5%,·,·
O=C(NCC1CC1)C1(C(F)(F)F)CC(CCc2ccccc2)CCCO1 (stereo unspecified),-3.2,·,·,4.9,·,3.0%,?

# More records follow:
SMILES,Shiga toxin inh,LmPK inh,Pf growth 96h,CHX counter,Pf growth 48h,Tb PYK inh,HCV inh
COc1c(C)c2c(c(O)c1CC=C(C)CCC(=O)OCCN1CCOCC1)C(=O)OC2,-0.8,·,-19.8%,-3.4,9.53µM*,0.8%,·
COc1ccc(O)c(/C=N/N2CCCCC2)c1,83.0*,?,221.1%[activator],53.7*,191.9%[activator],-9.3%,-0.8%
COc1ccc(-c2nc(N)n(S(=O)(=O)c3ccc(C)cc3)n2)cc1,21.5,-0.9%,79.6%[activator],2.3,?,2.9%,-12.1%
CC(C)C(c1nnnn1C1CCCCC1)N1CCN(C(=O)c2ccco2)CC1 (stereo unspecified),-10.3,0.0%,-2.0%,-3.1,-21.3%,0.2%,-2.8%
COc1ccc(OC)c(NC(=O)c2cc3oc4ccccc4c3cc2O)c1,-8.0,1.3%,?,-2.6,4.15µM*,-2.5%,-11.8%
Cc1ccc(C(=O)CCC2CCCCC2=O)cc1 (stereo unspecified),101.5*,3.3%,139.8%[activator],33.1*,·,1.9%,5.2%
Cc1c(NC(=O)CN2CCCC(C)C2)ccc2nsnc12 (stereo unspecified),-11.6,-7.8%,?,10.4,-4.8%,4.4%,-15.9%
COc1ccc(NC(=O)CN2C(=O)S/C(=C/c3cccn3-c3ccc(C(=O)O)cc3)C2=O)cc1,4.5,-8.6%,?,11.8,13.6%,·,·
Nc1c(-c2ccc(Cl)cc2)cnn1-c1cccc(C(F)(F)F)c1,41.2,4.4%,135.9%[activator],19.4,94.4%[activator],0.4%,-17.5%
CCC(=O)N1CC(=O)Nc2ccc(Cl)cc2C1c1ccc(F)cc1 (stereo unspecified),-10.9,3.0%,?,-0.5,·,3.0%,-10.9%
O=C(O)c1ccc(CNc2ccccc2C(=O)O)cc1,-4.2,6.2%,·,-5.4,-17.8%,-7.8%,5.2%
CN(Cc1nc(-c2ccncc2)no1)S(=O)(=O)c1ccc(Cl)cc1,-15.2,-11.5%,?,-4.7,4.6%,2.2%,-20.6%
COc1cccc(CNC(=O)CCS(=O)(=O)c2ccccc2Cl)c1,·,·,?,·,-1.5%,-4.9%,32.2%[activator]
CN1CCC(O)(c2ccccc2)C(C(=O)c2ccccc2)C1 (stereo unspecified),12.6,-2.3%,25.4%,-2.9,13.7%,1.3%,11.4%
CCOc1ccccc1CNC(=O)CCc1cn(CC)c2ccccc12,-13.6,4.6%,3.2%,-3.7,14.7µM*,-2.8%,?
O=C(CCNc1cccc(Cl)c1)c1cccs1,56.6*,3.2%,44.0%[activator],32.8*,-5.3%,8.1%,-6.5%
COc1ccc(NC(=O)C(CC(=O)O)Cc2ccc(Br)cc2)cc1 (stereo unspecified),-3.4,-0.5%,?,-4.0,4.1%,0.2%,18.7%
COc1ccc(NC(=O)NNC(=O)c2ccc3ccccc3c2)cc1OC,-34.4,-7.8%,-13.4%,-2.6,0.3%,1.8%,-9.9%
CCCCCOC(=O)C1=C(C)Nc2nnnn2C1c1ccccc1Cl (stereo unspecified),-9.1,-3.6%,·,-0.6,·,-4.3%,-10.5%
Cc1ccc(NC(=O)CSC2=C(C#N)C(c3ccco3)C3=C(CCCC3=O)N2)cc1 (stereo unspecified),32.3,3.8%,33.7%[activator],18.6*,?,1.5%,-13.1%
COC(=O)[C@]1(C)N[C@H](c2ccc(-c3ccc(Cl)c(Cl)c3)c(OC)c2)[C@@H]2C(=O)N(C)C(=O)[C@@H]21,·,·,3.29µM*,·,5.22µM*,-3.9%,-22.7%
O=S(=O)(Nc1cccc(F)c1)c1cccc2nsnc12,1.9,2.5%,6.7%,-3.4,3.0%,1.5%,14.9%
CNCCCOc1cccc(OC(C)C)c1,140.9*,-4.3%,·,19.0*,15.7%,-7.2%,33.7%[activator]
CCOc1c(Br)cc(/C=C2\N=C(C)OC2=O)cc1Br,-8.3,7.9%,40.5%[activator],-2.3,29.5%,-4.5%,5.4%
COCc1ccc(C(=O)NC2CC(C)(C)Cc3c2cnn3-c2ccc(C)cc2)o1 (stereo unspecified),21.9,-11.3%,-8.1%,4.4,?,3.5%,?
NS(=O)(=O)c1ccc(NC(=O)COC(=O)/C=C/c2ccc([N+](=O)[O-])cc2)cc1,-11.0,3.3%,-5.6%[5.75 µM],-5.6,-9.9%[5.75 µM],5.2%,-2.7%
CC(C)C(=O)c1cc2c(cc1NC(=O)c1ccccc1)OCCO2,-3.9,0.2%,?,-1.3,?,-1.6%,?
CC(=O)Nc1ccc(NC(=O)c2sc3nc4c(c(-c5ccc(C)cc5)c3c2N)CCC4)cc1,-4.1,2.3%,?,0.4,?,-6.5%,?
COc1cccc(-c2c(C(=O)N/N=C(\C)c3ccc(Cl)s3)nnn2-c2nonc2N)c1,-6.9,4.7%,?,-3.2,?,-4.8%,-3.9%
O=C(NNS(=O)(=O)c1ccccc1)Nc1ccc(F)cc1,-6.9,1.2%,-2.6%,-2.5,21.1%,1.0%,7.9%
C/C(=N/NC(=O)CN1CCN(Cc2ccccc2Cl)CC1)c1ccco1,22.8,3.4%,?,7.0,?,-3.3%,-8.6%
